# Screens as filed in PubChem BioAssay.
# 697 NFkB inh: lowers PMA/ionomycin-induced NF-kB signal in 697 B cells; 330,000 compounds, 0.33% hits; AID 435022; 697 B-cell NF-kB luciferase reporter, 16 h; inhibition, % at 4 µM; in the data active means inhibition above about 35%
# HKDC1 inhibitor: inhibitors of human hexokinase HKDC1 | Q2TB90 | recombinant HKDC1, G6PDH/diaphorase resazurin coupled fluorescence | inhibition, % at 20 µM | 340,000 compounds, 0.16% hits | AID 493160;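 active means inhibition above about 35% when tested at 20 µM, limit read from the data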;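 further: plate controls were DMSO wells with enzyme for no effect and DMSO wells lacking enzyme for full effect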
#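 System: Recombinant HKDC1 hexokinase | Amount: HKDC1 at 5 µg/mL | Reagent: Glucose with 1 mM ATP | Doses: Single 20 µM dose | Incubation: Reaction time 90 min, room temperature, protected from light | Signal: Coupled resazurin fluorescence, excitation 525 nm, emission 613 nm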
# UBC13 inh: human UBC13 polyubiquitination inhibition | UBC13 polyubiquitin chain formation, TR-FRET | inhibition, % at 20 µM | 330,000 compounds, 0.47% hits; in the data active means inhibition above about 45%, passing the limit was not always enough
# Target sequence (P61088 whole entry, looked up): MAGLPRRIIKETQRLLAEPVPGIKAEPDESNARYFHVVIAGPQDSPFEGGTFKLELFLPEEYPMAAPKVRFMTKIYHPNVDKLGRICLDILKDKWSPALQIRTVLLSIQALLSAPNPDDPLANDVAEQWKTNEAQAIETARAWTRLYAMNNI
# SENP8 inh: blocks the human protease SENP8 | Q96LD8 | inhibition, % at 10 µM | purified SENP8, Z-RLRGG-aminoluciferin cleavage, luminescence | 330,000 compounds, 1.2% hits
# Target sequence (Q96LD8 whole entry, looked up): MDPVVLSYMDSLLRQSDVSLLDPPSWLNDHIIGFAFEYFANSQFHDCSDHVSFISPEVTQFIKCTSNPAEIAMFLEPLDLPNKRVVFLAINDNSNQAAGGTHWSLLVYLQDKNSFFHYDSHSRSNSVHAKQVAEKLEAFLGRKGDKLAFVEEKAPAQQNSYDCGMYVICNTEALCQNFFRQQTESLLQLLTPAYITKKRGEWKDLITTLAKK
# Apaf-1 inh: human Apaf-1 inhibition | O14727 | inhibition, % at 20 µM | reconstituted apoptosome caspase-3 activity, DEVD-Rh110 fluorescence | 330,000 compounds, 0.71% hits | AID 489030; active means inhibition of at least 40% at 20 µM;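 further: plate controls were DMSO wells for no effect and DEVD-CHO caspase inhibitor wells for full effect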
#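 Medium: Hepes buffer, pH 7.5 / System: biochemical Apaf-1 apoptosome reconstitution / Measured by: Rh110 fluorescence, excitation 480 nm, emission 540 nm / Times: compound with Apaf-1, dATP, procaspase-3 30 min, then 50 min reaction, room temperature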
# Jurkat NFkB inh: lowers PMA/ionomycin-induced NF-kB signal in Jurkat cells; AID 435003; inhibition, % at 4 µM; 330,000 compounds, 0.53% hits; PMA/ionomycin-induced NF-kB luciferase reporter, luminescence
# Gli-Sufu antag: blocks Gli-Sufu signaling in a luciferase reporter; Sufu-KO-LIGHT fibroblasts, Gli luciferase reporter luminescence; inhibition, % at 5 µM; AID 588413; 340,000 compounds, 0.74% hits;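 active means inhibition above about 55%, limit read from the data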;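 further: 0% = DMSO-treated cells and 100% = wells with medium but no cells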
# SENP7 block: blocks the human protease SENP7; Q9BQF6; recombinant SENP7, Z-RLRGG-aminoluciferin luminescence, 40 min; inhibition, % at 5 µM; 330,000 compounds, 1.5% hits; AID 434973;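 active means inhibition above about 50% at the single test dose, limit read from the data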;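 further: plate controls were DMSO with enzyme for no effect and no enzyme buffer wells for full effect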
# Target sequence (Q9BQF6 706-1050 limits assumed): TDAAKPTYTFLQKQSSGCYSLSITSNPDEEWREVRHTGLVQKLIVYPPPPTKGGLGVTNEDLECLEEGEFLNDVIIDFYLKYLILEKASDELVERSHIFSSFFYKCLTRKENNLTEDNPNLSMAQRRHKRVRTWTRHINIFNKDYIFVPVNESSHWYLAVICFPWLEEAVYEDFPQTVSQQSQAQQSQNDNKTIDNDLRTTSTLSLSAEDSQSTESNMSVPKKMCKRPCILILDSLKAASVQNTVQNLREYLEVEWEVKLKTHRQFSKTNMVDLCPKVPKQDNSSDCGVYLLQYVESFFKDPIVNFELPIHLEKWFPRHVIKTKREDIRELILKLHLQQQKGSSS
# Starred values were filed as active, the others as inactive; . = not tested or not shown. Unless noted, no stated cut-off is given here; in the data, active means inhibition above about 50%; inactive means the rest.
# Below each SMILES – 697 NFkB inh	HKDC1 inhibitor	UBC13 inh	SENP8 inh	Apaf-1 inh	Jurkat NFkB inh	Gli-Sufu antag	SENP7 block
CCOCCCNC(=O)C(c1ccc(OC)cc1)N(Cc1cccs1)C(=O)c1ccccc1O (centres undefined)
→ 14	-5	1	-10	1	-14	3	-8
CN(C)S(=O)(=O)c1cccc(NC(=O)CO/N=C(\N)c2ccccc2)c1
→ -3	2	2	-5	1	-12	-2	5
OCCN(Cc1ccccc1)Cc1cccc(C(F)(F)F)c1
→ 4	-4	18	-8	-3	-6	7	2
O=C1C(C=NCc2ccncc2)=C(O)c2ccccc21
→ 1	-9	12	-6	-3	6	-3	-9
CC1NC(=O)NC1CCCCCC(=O)Nc1ccc(F)cc1 (centres undefined)
→ 20	-2	-7	2	-9	-13	.	13
COc1ccccc1NC(=O)Nc1ccc(-n2ccc(C(F)(F)F)n2)cc1
→ -110	0	4	73*	7	-83	-46	82*
CCC(C)NC(=O)[C@H](CSCc1ccccc1)N1Cc2ccccc2C1=O (some centres undefined)
→ 11	-7	13	-3	12	-14	2	5
O=C1c2cccc3cccc(c23)C(=O)N1CCCn1ccnc1
→ -20	-2	0	-1	-1	1	-8	-9
O=C(CCN1C(=O)c2ccccc2C1=O)N1CCN(C2c3ccccc3-c3ccccc32)CC1
→ -5	5	7	-4	6	9	-2	-2
c1cncc(CNc2nc(-c3cccnc3)nc3ccccc23)c1
→ 31	7	15	4	2	-20	12	-7

# 5 records drawn at random from the list so far, as already listed:
# Below each SMILES – 697 NFkB inh	HKDC1 inhibitor	UBC13 inh	SENP8 inh	Apaf-1 inh	Jurkat NFkB inh	Gli-Sufu antag	SENP7 block
c1cncc(CNc2nc(-c3cccnc3)nc3ccccc23)c1
→ 31	7	15	4	2	-20	12	-7
CCC(C)NC(=O)[C@H](CSCc1ccccc1)N1Cc2ccccc2C1=O (some centres undefined)
→ 11	-7	13	-3	12	-14	2	5
O=C1c2cccc3cccc(c23)C(=O)N1CCCn1ccnc1
→ -20	-2	0	-1	-1	1	-8	-9
CC1NC(=O)NC1CCCCCC(=O)Nc1ccc(F)cc1 (centres undefined)
→ 20	-2	-7	2	-9	-13	.	13
O=C(CCN1C(=O)c2ccccc2C1=O)N1CCN(C2c3ccccc3-c3ccccc32)CC1
→ -5	5	7	-4	6	9	-2	-2

# (further entries)
# Below each SMILES – 697 NFkB inh	HKDC1 inhibitor	UBC13 inh	SENP8 inh	Apaf-1 inh	Jurkat NFkB inh	Gli-Sufu antag	SENP7 block
COC(=O)CN(c1ccc(OC)cc1OC)S(=O)(=O)c1ccccc1[N+](=O)[O-]
→ 5	6	7	2	0	6	3	0
CN(C(=O)COC(=O)c1cc(NS(=O)(=O)c2cc([N+](=O)[O-])ccc2Cl)ccc1O)C1CCCCC1
→ 18	5	-17	0	13	12	4	6
Cc1ccc([N+](=O)[O-])cc1NC(=S)NC(=O)c1cccs1
→ 4	-6	-3	-4	-23	4	2	1
Cc1ccccc1N1C(=O)c2sc3nc4c(c(=O)n3c2C1=O)CCC4
→ -10	-2	-27	-4	6	-12	2	-5
COc1cccc(C(=O)NN/C(C)=C/C(=O)C(F)(F)C(F)(F)C(F)(F)F)c1
→ 18	-16	-11	-10	7	1	-46	-2
O=C(Cn1sc2ccccc2c1=O)N1CCN(C(=O)c2ccco2)CC1
→ -14	-2	-4	9	-3	10	17	5
Cc1cc(C(F)(F)F)nc(SCC(=O)NC2CCCCC2)n1
→ 17	-11	13	5	-6	11	5	-10
CN(CCNC(=O)C1CCC(=O)N(Cc2cccc(F)c2)C1)CCc1ccccc1 (centres undefined)
→ 9	-4	-4	9	-10	11	19	-5
CC1CCN(C(=O)COc2ncnc3ccccc23)CC1
→ -15	0	-3	-6	5	-16	-6	-13
CCOc1ccc(S(=O)(=O)Nc2ccc3c(c2)c2c(n3S(=O)(=O)c3ccc(OCC)cc3)CCCC2=O)cc1
→ -9	.	-10	-2	-19	11	.	3
COCCn1c(SCC(=O)Nc2ccc(F)cc2)nc2c([nH]c3ccccc32)c1=O
→ -45	-7	-21	3	4	3	-2	-4
O=C(c1ccc(S(=O)(=O)Cc2ccccc2F)c([N+](=O)[O-])c1)N1CCCC1
→ 34	-3	4	1	-2	15	10	2
CCc1nc2ccccc2c(C(=O)OCC(=O)NCc2ccc3c(c2)OCO3)c1C
→ -41	-3	6	-2	11	17	0	2
O=c1[nH]nc(-c2cccs2)c2ccccc12
→ 4	1	-9	-10	0	-1	-2	-5
O=c1c2c(-c3cccs3)csc2ncn1-c1ccc(Br)cc1
→ 7	5	4	2	7	4	1	3
Cn1ncc2c(Nc3ccc(Br)cc3)nc(Nc3ccc(Br)cc3)nc21
→ 0	0	25	-10	20	16	24	-6
c1ccc(OCc2nc(-c3cccs3)no2)cc1
→ -73	-3	6	4	-8	-85	-66	27
CC1=C(C(=O)OC(C)C)C(c2cn(-c3ccccc3)nc2-c2cccs2)NC(=O)N1 (centres undefined)
→ 11	3	-9	-6	-9	1	-1	-10
CCN(CC)S(=O)(=O)c1cc(NC(=O)c2n[nH]c(=O)c3ccccc23)ccc1C
→ -7	-8	-6	-5	12	-6	-6	-3
CCOC(=O)c1ccc2nc(C)c3c(c2c1)OC(C)C3 (centres undefined)
→ 7	-3	18	1	6	-13	7	3
Cc1nnc(SCC(=O)Nc2ccc([N+](=O)[O-])cc2)n1CC1CCCO1 (centres undefined)
→ 10	1	1	1	-1	4	-4	-8
O=C(CCCO)N/N=C/c1ccccc1[N+](=O)[O-]
→ 15	-11	4	5	7	0	-4	2
O=S(=O)(NCc1cccnc1)c1ccc(Cl)nc1
→ 9	-8	6	5	-4	9	-1	-1
Cc1ccc(C(=O)NNc2nc3ccccc3nc2C(F)(F)F)cc1
→ -15	-8	-21	-5	6	5	1	-1
C[C@@H](C(=O)NCc1ccccc1)[C@@H]1C[C@@]1(C)[C@@H](NC(=O)OCc1ccccc1)c1ccccc1
→ 14	3	6	-5	6	4	-17	1
O=C(NCC(=O)N(c1ccccc1)C(C(=O)NC1CCCC1)c1ccncc1)c1cccs1 (centres undefined)
→ -7	-1	-4	-5	1	-13	1	-2
Cc1noc(/C=C/N(C)C)c1S(=O)(=O)N1CCCC(C(=O)NCc2ccc(F)cc2)C1 (centres undefined)
→ -7	.	-30	-7	5	12	.	9
O=C(NCCCN1CCCC1)c1cc(Sc2ccc(F)cc2)nc2ccccc12
→ -8	-2	0	-5	15	-10	7	7
COc1cc(OC)c(/C=C2\SC(=O)N(CC(=O)Nc3ccccc3F)C2=O)c(OC)c1
→ 18	-5	-3	5	-10	1	6	-1
N/C(Cc1ccc(Cl)cc1Cl)=N\OC(=O)c1ccccc1F
→ -30	-1	-8	-15	12	-25	-52	-9
Cc1cc(C)c(S(=O)(=O)N2CCN(C(=O)c3cc4ccccc4oc3=O)CC2)c(C)c1
→ -7	-1	3	-3	14	3	-5	6
COc1ccc(C(=O)/C(C#N)=N/Nc2ccccc2[N+](=O)[O-])cc1
→ -117	-8	-48	-3	10	41	-6	3
COc1cc(/C=C/C(=O)OC(C)C(=O)c2ccccc2)cc(OC)c1OC (centres undefined)
→ 21	6	2	-2	13	4	14	-2
COc1ccc2c(Cl)c(C(=O)NCC3CCCO3)sc2c1Cl (centres undefined)
→ -44	.	7	-8	-5	-41	.	3
CCCn1nc(NS(=O)(=O)c2ccccc2[N+](=O)[O-])c2cc3ccccc3nc21
→ 1	5	-11	9	2	5	1	1
CCN1CCN(CCCN(Cc2ccco2)C(=S)Nc2cc(Cl)ccc2C)CC1
→ 4	-6	16	-1	0	-7	3	4
CN(C)CCCNC(=O)c1cc(S(=O)(=O)N2CCOCC2)ccc1F
→ 5	-1	0	2	7	6	4	-2
C/C(=N/NC(=O)c1ccoc1C)C12CC3CC(CC(C3)C1)C2
→ -5	-1	4	0	4	-8	10	2
COc1cccc(-c2noc(-c3cccs3)n2)c1
→ -249	1	10	88*	18	-152	-70	94*
O=C(NCCC1=CCCCC1)C1CCN(S(=O)(=O)c2ccc(Br)s2)CC1
→ -7	-15	10	0	11	11	6	-2
CCn1nc(C(=O)OCC(=O)NC(C)C)c2ccccc2c1=O
→ -3	-10	0	-6	2	-24	-1	3
Oc1ccc(-c2cnc3ccccc3n2)cc1
→ -114	-1	5	84*	-13	-97	-64	71*
O=C(COC(=O)c1ccccc1NC(=O)c1ccco1)Nc1ccc2c(c1)OCO2
→ 12	-5	-6	10	-8	8	-49	3
c1ccc(-c2cc(-c3ccccc3)[nH]n2)cc1
→ -117	-4	6	58*	11	-102	-47	54*
O=C(O)c1cccc2c1C(=O)c1ccc(-c3ccc(F)cc3F)cc1S2(=O)=O
→ 18	-4	-24	-7	1	7	-6	5
OCC[C@H]1C[C@@H](O)[C@H](O)[C@@]2(Cc3ccccc3O2)O1
→ 8	0	3	-5	0	3	-1	-3
OCCCn1c(-c2ccccc2)csc1=Nc1ccccc1
→ -26	2	-3	-10	18	-10	-2	-7
CCCCNC(=S)NNC(=O)c1ccoc1C
→ 25	-9	5	-1	-19	-11	2	-9
Cc1ccc(C(C)C)c(OCc2nnc(SCC(=O)Nc3ncc(C)s3)n2C)c1
→ -2	5	0	3	-22	17	2	2
CCC(C)NCCOCCOc1ccc(C)cc1OC (centres undefined)
→ -11	-1	-11	-5	3	-5	11	-3

# New compounds follow:
# Below each SMILES – 697 NFkB inh	HKDC1 inhibitor	UBC13 inh	SENP8 inh	Apaf-1 inh	Jurkat NFkB inh	Gli-Sufu antag	SENP7 block
O=C(Nc1cccc([N+](=O)[O-])c1)c1ccc(CN2CCOCC2)cc1
→ -47	-11	4	1	5	-6	-25	1
Cc1nc(NC(=O)CCc2ccccc2)sc1C
→ -51	-1	-2	10	0	-9	-10	5
O=C(/C=C/c1ccccc1)c1ccoc1
→ 22	4	13	-6	7	-3	2	4
COc1ccc(S(=O)(=O)N2CCCCC2)cc1NS(=O)(=O)c1cc(Cl)ccc1Cl
→ 5	-4	1	-2	7	0	2	8
COC(=O)C1=C(C)Nc2ncnn2C1c1ccc(OC(=O)c2ccccc2)cc1 (centres undefined)
→ 14	-2	0	-10	-1	10	-4	6
COc1ccc(-c2cc(C(=O)Nc3cccc(S(=O)(=O)NCc4ccco4)c3)c3ccccc3n2)cc1OC
→ 13	3	16	0	-12	5	5	3
Cc1ccccc1OCC(O)CN1CCN(C)CC1 (centres undefined)
→ -1	-8	12	-5	1	10	1	-1
COc1ccc(Cn2c(O)c(C=Nc3ccc(C)cc3)c3ccccc3c2=O)cc1
→ 15	3	-6	0	10	-8	-3	28
CCOC(=O)Cc1csc(NC(=O)Nc2ccc(OC(F)(F)F)cc2)n1
→ -37	-3	1	-3	5	5	0	-6
Cc1ccc(NC(=O)CCc2c(C)nn(-c3ccc(N4CCOCC4)nn3)c2C)cc1F
→ -41	-3	3	2	4	-16	6	-1
N#Cc1ccc(S(=O)(=O)N2CCC(C(=O)N3CCN(Cc4ccc5c(c4)OCO5)CC3)CC2)cc1
→ -6	3	10	-9	14	9	10	-11
CCOC(=O)N(CC)OC(=O)Nc1ccc(Cl)cc1
→ 6	5	5	3	-1	-1	-14	-4
Cc1ccccc1CN(C)Cc1cc(=O)oc2c(C)c(C)ccc12
→ -24	-1	-3	-10	22	5	12	-5
Cc1ccc(S(=O)(=O)N2CCOCC2)cc1C(=O)Nc1ccc(S(=O)(=O)Nc2nccs2)cc1
→ 7	0	2	8	-4	4	4	5
Cc1ccc2nc(COc3ccc(Cl)cc3)cc(=O)n2c1
→ -94	-6	12	-5	5	-61	-92	-2
CCCC1(C(=O)OCC)NC(c2ccc(N(C)C)cc2)C2C(=O)N(c3ccc(F)cc3)C(=O)C21 (centres undefined)
→ -7	-3	1	-8	0	-18	7	-5
O=C(/C=C/Nc1ccc(S(=O)(=O)Nc2cnc3ccccc3n2)cc1)c1cccnc1
→ -30	-2	1	-3	-14	1	4	-2
CC(C)C(c1nnnn1Cc1ccco1)N1CCN(C2CCCC2)CC1 (centres undefined)
→ 1	-4	0	-5	12	2	3	0
O=C(COC(=O)/C=C/c1ccco1)NCc1ccc(Cl)cc1
→ 17	-5	5	-4	-4	-4	1	0
